12-LOX inh: Primary qHTS assay for inhibitors of human arachidonate 12S-lipoxygenase (ALOX12): Round 2; 580,000 tested, 1.1% active; Potency, µM (highest dose often 108 µM), without a hit: at the highest dose activity change, negative = inhibition, hits mostly inhibitors; purified 12hLO, xylenol orange hydroperoxide absorbance; Polyunsaturated fatty acid lipoxygenase ALOX12 (Homo sapiens), P18054; AID 1671190, 2021; note: % is set by controls: 0 for no effect and ±100 for the full control effect
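Hydroperoxide product was detected by ferrous iron/xylenol orange as the 573 to 405 nm absorbance ratio. Arachidonic acid at 40 uM (final) was turned over for 30 min at room temperature by 150 nM human 12hLO, pH 7.0 Hepes buffer, after 15 min compound preincubation.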
Tb PGK inh: qHTS Assay to Find Inhibitors of Phosphoglycerate Kinase; AID 602233, 2012; PGK/GAPDH coupled, Kinase-Glo luminescence, 60 min; Potency, µM (titrated, usually from 57.5 µM), for the others: top-dose activity change, negative = inhibition, most hits filed as inhibitors; 380,000 tested, 0.043% active; note: % is set by controls: 0 for no effect and ±100 for the full control effect; nearly all actives have a fitted effect of over 60% in size
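Luminescent ATP detection (Kinase-Glo Plus) follows a 60-minute room-temperature incubation, with wells lacking PGK as controls. Buffer: 100 mM TEA (pH 7.6), 5 mM MgCl2, 0.01% Tween-20. Coupling enzyme GAPDH (100 nM final) supplies unstable 1,3-BPG in-well.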
Pin1 inhibitor: qHTS Assay to Find Inhibitors of Pin1 | Peptidyl-prolyl cis-trans isomerase NIMA-interacting 1 (Homo sapiens), Q13526 | Pin1 FP peptide displacement, HiFluor488, 10 min | Potency, µM (doses to about 115 µM), without a hit: top-dose activity, negative = inhibition, most hits filed as inhibitors | 390,000 tested, 0.009% active | AID 504891, 2011; active = well fitted inhibition curve with a large enough effect in the polarisation, with a control signal flat, not every such curve was filed as active; inconclusive = small, poorly fitted or top-dose-only effect, or effect the other way, or a change in a side signal; inactive = no such curve, though single readings can be large or run the other way; the % refers to the polarisation; note: % is set by controls: 0 for no effect and ±100 for the full control effect
Target sequence (Q13526 whole entry, looked up): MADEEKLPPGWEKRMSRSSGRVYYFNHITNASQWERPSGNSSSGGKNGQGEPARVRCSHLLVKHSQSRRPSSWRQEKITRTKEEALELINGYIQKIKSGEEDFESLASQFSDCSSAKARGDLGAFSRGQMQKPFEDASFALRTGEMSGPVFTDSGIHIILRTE
GLS inh: qHTS for Inhibitors of Glutaminase (GLS). Glutaminase kidney isoform, mitochondrial (Homo sapiens), O94925. GLS enzymatic activity, qHTS titration. Potency, µM (doses to about 45.5 µM), without a hit: at the top dose activity change, negative = inhibition, actives largely listed as inhibitors. 410,000 tested, 0.21% active. AID 624170, 2012; note: % is set by controls: 0 for no effect and ±100 for the full control effect
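Enzyme dispensed in phosphate buffer (45 mM, pH 8.2, 0.02% Tween-20), compounds pinned in, then 1 mM L-glutamine solution and the glutamate oxidase–HRP–Amplex Red mix added; fluorescence read immediately and again after 30 min at room temperature.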
rTrxR1 inhibitor: qHTS Assay for Inhibitors of Mammalian Selenoprotein Thioredoxin Reductase 1 (TrxR1): qHTS; recombinant rTrxR1, NADPH fluorescence consumption, selenite substrate; 390,000 tested, 1% active; Potency, µM (doses to about 114 µM), for the others: top-dose activity change, negative = inhibition, actives largely listed as inhibitors; Thioredoxin reductase 1, cytoplasmic (Rattus norvegicus), O89049; AID 588453, 2011; note: % is set by controls: 0 for no effect and ±100 for the full control effect; nearly all actives have a fitted effect of over 65% in size
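Rat TrxR1 (90 nM in the dispensed reagent) was pre-reduced with 400 uM NADPH for 5 min at room temperature, then incubated with compound for 15 min. After 400 uM selenite was added, NADPH fluorescence (Ex 340/Em 450 nm) was followed for 8 min.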
ERG Ets-DNA blk: qHTS for Small Molecule Inhibitors of the ERG Ets/DNA interaction; fluorescence polarization, His-ERG Ets domain / labelled DNA; Potency, µM (titrated, usually from 76.9 µM), inactives show top-dose FP activity, negative = inhibition, usual class: inhibitors; 370,000 tested, 0.028% active; AID 624246, 2012; active = well fitted inhibition curve with a large enough effect in the polarisation, with a control signal flat; inconclusive = small, poorly fitted or top-dose-only effect, or effect the other way, or a change in a side signal; inactive = no such curve, though single readings can be large or run the other way; the % refers to the polarisation;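 note: polarization taken with two DNA probes labelled with fluorescein and Texas red; % of control where 0% means no effect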
Target sequence (P11308 whole entry, looked up, the tested form may be a part): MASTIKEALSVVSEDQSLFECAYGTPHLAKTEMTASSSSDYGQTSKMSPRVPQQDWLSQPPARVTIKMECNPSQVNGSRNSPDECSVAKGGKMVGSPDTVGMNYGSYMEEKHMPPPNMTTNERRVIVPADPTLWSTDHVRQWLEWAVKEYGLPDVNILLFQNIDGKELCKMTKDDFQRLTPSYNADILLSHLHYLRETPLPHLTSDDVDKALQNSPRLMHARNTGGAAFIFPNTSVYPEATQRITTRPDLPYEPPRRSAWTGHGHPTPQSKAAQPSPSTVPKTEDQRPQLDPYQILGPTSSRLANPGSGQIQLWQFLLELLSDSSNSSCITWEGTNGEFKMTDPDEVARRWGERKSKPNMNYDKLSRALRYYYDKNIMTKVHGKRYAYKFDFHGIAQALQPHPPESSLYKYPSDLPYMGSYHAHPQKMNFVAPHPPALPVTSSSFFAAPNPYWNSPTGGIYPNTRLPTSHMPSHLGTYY
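His-tagged ERG Ets domain (1 uM in the protein solution; 300mM KCl, 50mM Tris-HCl, 1mM EDTA, 1mM DTT, pH 7.5) received compound, then a probe mix of 5 nM fluorescein-DNA and 100nM Texas-615-DNA. Fluorescence polarization was read for both dyes.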
JMJD2A Tudor: qHTS Assay for Inhibitors of JMJD2A-Tudor Domain; 390,000 tested, 4.4% active; AlphaScreen JMJD2A-Tudor / H3K4me3 peptide binding; Potency, µM (highest dose often 114 µM), for the others: at the top dose activity change, negative = inhibition, usual class: inhibitors; note: % is set by controls: 0 for no effect and ±100 for the full control effect; nearly all actives have a fitted effect of over 50% in size
HP1b binding inh: HTS for Inhibitors of HP1-beta Chromodomain Interactions with Methylated Histone Tails. Chromobox protein homolog 1 (Homo sapiens), P83916. AlphaScreen HP1-beta / biotin-H3K9me3 peptide binding. Potency, µM (doses to about 114 µM), without a hit: at the highest dose activity change, negative = inhibition, most hits filed as inhibitors. 390,000 tested, 0.56% active. AID 540317, 2011; note: nearly all actives have a fitted effect of over 70% in size; inactives centre near 23
Target sequence (P83916 whole entry, looked up): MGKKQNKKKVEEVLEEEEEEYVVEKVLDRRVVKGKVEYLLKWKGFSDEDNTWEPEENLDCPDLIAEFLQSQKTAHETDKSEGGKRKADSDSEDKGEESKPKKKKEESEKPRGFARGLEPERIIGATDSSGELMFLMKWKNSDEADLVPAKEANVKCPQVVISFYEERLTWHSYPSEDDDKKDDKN
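HP1-beta protein (50 nM final) preincubated 30 min at room temperature with biotinylated H3(1-18)K9me3 peptide (50 nM) in PBS pH 7.4, 0.01% Tween-20, then compound added for 30 min. AlphaScreen streptavidin donor/nickel chelate acceptor beads (10 ug/mL final), 30 min dark, luminescence read.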
RGS4 inhibitor: Inhibitors of Regulator of G Protein Signaling (RGS) 4: qHTS. Regulator of G-protein signaling 4 (Homo sapiens), P49798. Transcreener GDP fluorescence polarization, RGS4-accelerated GTP hydrolysis. Potency, µM (top dose mostly 114 µM), inactives show at the highest dose activity change, negative = inhibition, hits mostly inhibitors. 390,000 tested, 0.039% active; note: % is set by controls: 0 for no effect and ±100 for the full control effect; nearly all actives have a fitted effect of over 75% in size; some results filed as inactive show a strong effect at the top dose
Target sequence (P49798 whole entry, looked up): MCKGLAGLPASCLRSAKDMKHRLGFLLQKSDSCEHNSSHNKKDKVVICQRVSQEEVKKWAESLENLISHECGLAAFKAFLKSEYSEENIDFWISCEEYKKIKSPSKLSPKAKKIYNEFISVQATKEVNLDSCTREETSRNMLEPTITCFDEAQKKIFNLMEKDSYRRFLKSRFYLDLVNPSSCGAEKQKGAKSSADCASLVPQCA
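MLSMR compounds (23 nl, pin-transferred) preincubated 10 min at room temperature with a 500nM (2x) first reagent, then RGS4 at 900nM (2x) plus Transcreener GDP mix added; fluorescence polarization (620/688 nm) read before and after 90 min at 30 °C.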
Numbers without * were called inactive; i = inactive; ? = inconclusive; / = no result given; & = joins results of further samples; [ ] = another dose, or the depositor's remark. Unless noted, calls come from the whole dose curve; as a rule, active = well fitted curve in the direction sought with a large enough effect; inconclusive = small, poorly fitted or top-dose-only effect, or another doubt; inactive = no such curve, though single readings can be large; an effect the other way counts as inactive or inconclusive. Potency is the fitted concentration of half-maximal effect. These rows are one share of the data; rates above refer to the full screens.

no.	SMILES	12-LOX inh	Tb PGK inh	Pin1 inhibitor	GLS inh	rTrxR1 inhibitor	ERG Ets-DNA blk	JMJD2A Tudor	HP1b binding inh	RGS4 inhibitor
1	CC(C)[C@H](NC(=O)OCc1ccccc1)C(=O)OCC(=O)NCCc1ccccc1	0%	-7%	1%	0%	10%	-8%	-10%	41%[activator]	5%
2	CCC(=O)Nc1nc(CC(=O)Nc2ccccc2OC)cs1	9%	-1%	-6%	2%	8%[57.1 µM]	-2%	-9%	28%	-7%
3	CC1CCN(CCCn2c(SCC(=O)NC3CCCC3)nc3ccccc3c2=O)CC1	1%	-4%	-1%	-8%	6%	0%	-23%	38%	-21%
4	Cn1cnnc1SCCC(=O)Nc1ccc(Cl)cc1	0%	7%	-3%	-3%	-7%	-1%	-10%	27%	8%
5	O=S(=O)(Cc1cc(Cl)nc(-c2ccccc2)n1)c1ccccc1	10%	4%	10%	8%	24%	-3%	9%	28%	10%
6	CC1CCc2onc(C(=O)N3CCN(c4cccc(Cl)c4)CC3)c2C1 (centres undefined)	-20%	1%	11%	-23%	16%	6%	21%	61%[activator]	-13%
7	COc1cc(CNCc2ccco2)ccc1OCc1ccccc1	-41%	/	-6%	6%	-11%	/	4µM*	?	5%
8	CC(=O)Nc1c2c(nn1-c1cccc(C)c1)CSC2	-14%	3%	-6%	3%	17%	0%	-27%	10%[57 µM]	-19%
9	CCOC(=O)Cn1c(=O)c2c(nc3n2CCCN3Cc2ccccc2)n(C)c1=O	12%	4%	6%	-7%	8%[57.1 µM]	-2%	-24%	11%	-5%
10	C#CCOCCOCCOCCNc1nc(N2CCN(C(=O)[C@H](C)n3cc(CCC(=O)O)nn3)CC2)nc(N2CCN(C(=O)[C@H](Cc3ccc(O)cc3)n3cc(CCO)nn3)CC2)n1	?	10%	1%	-7%	-4%	6%	-34%	26%	26%
11	Cc1cccc(C)c1NC(=O)CNC(=O)C(NC(=O)c1ccc(C(C)(C)C)cc1)C(C)C (centres undefined)	-1%	-9%	4%	-2%	-7%[57.1 µM]	-18%	12%	22%	-4%
12	CC[C@@]1(c2ccccc2)C(=O)N(C(=O)OC)N1C(=O)OC	11%	i	4%	10%	1.3µM*	-16%	-10%	64%[activator]	-29%
13	O=C(c1ccc([N+](=O)[O-])cc1)N1C=CC(C(F)(F)F)=NCC1	235%[activator]	-3%	0%	4%	5%[57.1 µM]	4%	-4%	22%	21%
14	CCC1=C(c2ccc(OC)cc2)CCC(C(=O)O)C1C (centres undefined)	-19%	-6%	-13%	11%	10%	14%	-1%	43%	-17%
15	CCCCn1c(N)c(N(CC)C(=O)c2ccc(C#N)cc2)c(=O)[nH]c1=O	13%	i	9%	-2%	5%	?	-2%	32%	4%

The listing continues:
no.	SMILES	12-LOX inh	Tb PGK inh	Pin1 inhibitor	GLS inh	rTrxR1 inhibitor	ERG Ets-DNA blk	JMJD2A Tudor	HP1b binding inh	RGS4 inhibitor
16	NNC(=O)C1C(O)CCC2CN3CCc4c([nH]c5ccccc45)C3CC21 (centres undefined)	140%[activator]	-12%	?	18%	3%[11.4 µM]	5%	-28%	4%	5%
17	CN1C[C@@H]2C[C@@H](c3ccc(C#CC(C)(C)O)s3)N3CCC[C@@]23C1=O	10%	-9%	0%	-3%	?	-7%	1%	35%	7%
18	CCOc1ccccc1N(C)C(=O)Cn1ncc2c([nH]c3ccc(C)cc32)c1=O	1%	6%	?	-6%	4%	-2%	-6%	78%[activator]	7%[56.9 µM]
19	C=CC[C@@H](CC(=O)N[C@H](CO)Cc1ccccc1)C(=O)N[C@H](COC(=O)[C@@H](CC=C)CC(=O)OC(C)(C)C)Cc1c[nH]c2ccccc12	-2%	6%	?	4%	-23%[57.1 µM]	0%	-33%	20%	8%
20	Cc1ccc(OCC(=O)Nc2ccc(S(=O)(=O)N3CCOCC3)cc2)c(Br)c1	-14%	1%	0%	3%	-2%	3%	-4%	11%	14%
21	NS(=O)(=O)c1cc(C(=O)NNC(=O)c2ccc3c(c2)OCO3)ccc1Cl	5%	-2%	-3%	1%	13%[57.1 µM]	-9%	-11%	31%	9%
22	CCCc1cc(=O)n2[nH]c(NCc3ccc(OC)c(OC)c3)nc2n1	-6%	-8%	0%	0%	16%	-3%	-12%	14%	16%
23	CN1CCN(S(=O)(=O)c2cccc(C(=O)Nc3nc(-c4ccccc4)cs3)c2)CC1	-16%	-4%	7%	10%	11%	-8%	?	-32%	-48%
24	O=C(O)C1[C@H]2C(=O)N(C3CCCC3)C[C@]23C=C[C@H]1O3 (some centres undefined)	-3%	-6%	-5%	20%	12%	/	-22%	19%	6%
25	N=c1c(C(=O)NCc2ccccc2)cc2c(=O)n3ccccc3nc2n1Cc1ccco1	?	-1%	7%	-7%	-17%	-7%	-5%	30%	-30%
26	CCN1CCc2c(OCC(=O)Nc3ccc(C)cc3)cccc2C1=O	437%[activator]	-10%	1%	-11%	-12%	-10%	-2%	40%[activator]	-14%
27	COc1ccc(C(=O)COC(=O)c2ccc(N(C)C)cc2)cc1	0%	-2%	8%	-25%	20%	8%	-3%	51%[activator]	16%
28	N/C(Cc1cccs1)=N\OC(=O)COc1ccc(Cl)cc1Cl	0%	-3%	1%	11%	2%	1%	309%[activator]	495%[activator]	9%
29	CCN1C(=O)[C@H]2[C@@H](c3ccc(-c4ccccc4)cc3)N[C@@](CC(C)C)(C(=O)OC)[C@H]2C1=O	?	2%	2%	-15%	8%	-6%	-8%	38%	6%
30	Cc1cccc(NC(=O)C2CCN(S(=O)(=O)c3c(C)c(C)cc(C)c3C)CC2)n1	-18%	i	-1%	-3%	20%	-11%	-24%	-14%	-11%

The list continues:
no.	SMILES	12-LOX inh	Tb PGK inh	Pin1 inhibitor	GLS inh	rTrxR1 inhibitor	ERG Ets-DNA blk	JMJD2A Tudor	HP1b binding inh	RGS4 inhibitor
31	ONC(=Nc1ccccc1)C(=Nc1ccccc1)NO	0%	-3%	11%	27%	2%	-1%	-9%	14%	-20%
32	COc1ccc(C2SCC(=O)N2c2c(C)n(C)n(-c3ccccc3)c2=O)c(OC)c1 (centres undefined)	0%	-5%	5%	5%	9%	1%	-9%	31%[activator]	27%
33	O=C1N(c2ccccc2)C(c2ccccc2)C12CCCCC2 (centres undefined)	?	i	-3%	-6%	-10%	-17%	30%	88%[activator]	-22%
34	O=C(N/N=C/c1ccc2c(c1)OCO2)c1ccc(NC(=O)c2ccccc2Cl)cc1	3%	-4%	2%	0%	16%[57.1 µM]	6%	-8%	42%	-10%
35	COC(=O)c1cc(S(=O)(=O)NCC2CCN(Cc3ccc(C)cc3)CC2)cn1C	?	7%&0%	3%&-4%	-2%&9%	14%	-8%&1%	-13%&-23%	4%[57 µM]	23%&-13%
36	COC(=O)c1cc(OC)c(OC)cc1NC(=O)c1ccc(Br)o1	4%	-1%	-3%	6%	-1%	-1%	-5%	15%	20%
37	Cc1ccc(C(=O)COC(=O)CNC(=O)Cc2ccccc2)cc1	-1%	-6%	-6%	0%	-8%	8%	-3%	35%	-2%
38	CS(=O)(=O)N1CCN(C(=O)CSc2ccccc2)CC1	11%	i	-5%	2%	4%[57.1 µM]	0%	-5%	38%[activator]	-15%
39	O=C(Nc1cccc(C(=O)OCc2cc(=O)n3nc(C4CC4)sc3n2)c1)c1cccc(F)c1	-22%	-8%	17%	2%	6%[57.1 µM]	0%	-29%	18%	-12%
40	COc1ccccc1NC(=O)CSc1nnc(-c2ccco2)n1Cc1ccco1	-9%	-2%	1%	-1%	-6%	0%	-24%	21%	4%
41	CC(=O)c1c(O)ccc2c(-c3ccccc3)cc(=O)oc12	2%	-11%	-3%	9%	7%	1%	5%	17%	-15%
42	O=C(Nc1ccccc1N1CCOCC1)c1cccs1	20%	1%	-8%	3%	-4%	1%	7%	39%[activator]	14%
43	O=C(Cn1cc2c(n1)CCCC2)NCCCN1CCCC1	458%[activator]	-9%	-2%	-6%	10%[57.1 µM]	1%	-6%	37%[activator]	1%
44	Cc1ccc(-c2nn(-c3ccccc3)cc2CC(=S)N2CCOCC2)cc1	1%	-4%	3%	2%	19%	-4%	-19%	23%	8%
45	Cc1cc(C)c(S(=O)(=O)N2CCCCC2)c(C)c1N(C)S(=O)(=O)c1ccccc1	?	-7%	9%	5%	20%	/	-6%	21%	-1%
